GLP1R ag: activates the human GLP-1 receptor; HEK293 GLP-1R CRE-luciferase, luminescence, 4-6 h; cells express a hypersensitive GLP-1R form; Potency, µM (series often up to 45.6 µM), without a hit: at the highest dose activation, most hits filed as activators; hit rate 0.007% among 380,000; also: potency is read from the fitted curve at half-maximal effect; % of control where 0% means no effect
Target sequence (P43220 whole entry, looked up): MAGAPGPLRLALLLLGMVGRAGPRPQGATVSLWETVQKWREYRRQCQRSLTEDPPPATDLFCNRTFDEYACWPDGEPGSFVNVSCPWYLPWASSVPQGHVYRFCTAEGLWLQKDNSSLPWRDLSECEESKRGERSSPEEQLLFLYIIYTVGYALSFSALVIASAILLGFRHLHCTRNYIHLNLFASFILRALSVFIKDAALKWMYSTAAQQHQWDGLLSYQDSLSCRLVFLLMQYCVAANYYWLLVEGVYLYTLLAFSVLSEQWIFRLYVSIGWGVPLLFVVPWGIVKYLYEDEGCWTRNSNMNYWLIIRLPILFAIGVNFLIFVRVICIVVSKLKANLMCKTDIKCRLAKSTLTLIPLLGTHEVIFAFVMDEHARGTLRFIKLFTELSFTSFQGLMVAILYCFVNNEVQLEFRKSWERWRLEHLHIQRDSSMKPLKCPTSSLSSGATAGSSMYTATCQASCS
IL1B secr inh: blocks inflammasome-driven IL-1 beta release. activity change, % at 57.5 µM. THP-1 LPS/ATP IL-1B secretion, AlphaLISA, 16 h; active compounds read low. hit rate 4.7% among 360,000; in the data active = activity change below about -50%; inconclusive = mostly about -30% to -49%; also: % is scaled to controls: 0 for no effect and ±100 for the full control effect
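THP-1 cells pretreated 1 hr with compounds (up to 57.5 uM final), then stimulated with LPS (250 ng/mL final) plus ATP (1.25 mM final); secreted IL-1B measured by AlphaLISA after 16 hr, decreased signal indicating inhibition.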
KB-V1 MDR tox: kills drug-selected multidrug resistant KB-V1 cells; KB-V1 MDR cells viability, CellTiter-Glo, 72 h; hit rate 3.4% among 400,000; Potency, µM (doses to about 46.1 µM), for inactives: top-dose activity change, negative = cytotoxicity, actives largely listed as cytotoxic; also: potency is read from the fitted curve at half-maximal effect; % is scaled to controls: 0 for no effect and ±100 for the full control effect; nearly all actives have a fitted effect of over 60% in size
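Readout: CellTiter-Glo luminescence, 10 min after addition. Cells: KB-V1 MDR subline, 72 h at 37 degrees C with compound. Analysis: corrected, normalized data fitted to concentration-effect curves.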
HT1080 IDH1KD tx: kills HT-1080 cells with IDH1 knockdown | HT-1080 IDH1 knockdown viability, ATP luminescence, 48 h | Potency, µM (highest dose often 46.1 µM), for the others: at the top dose activity, negative = toxicity, most hits filed as cytotoxic | hit rate 2% among 360,000;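 also: potency is read from the fitted curve at half-maximal effect; 0% = DMSO wells and -100% = cell-free medium wells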
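% activity derives from luminescence (CellTiter-Glo), normalised to DMSO and no-cell wells. HT-1080-IDH1KD cells, 750/well, had 48 h compound exposure at 37 °C.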
HT1080-NT tox: kills 2HG-producing HT-1080-NT fibrosarcoma cells; HT-1080-NT fibrosarcoma viability, CellTiter-Glo ATP luminescence, 48 h; AID 686970; Potency, µM (top dose mostly 46.1 µM), inactives show top-dose activity, negative = less viability, usual class: cytotoxic; hit rate 1.6% among 360,000;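 also: NT is the 2HG producing partner of a matched IDH1 knockdown line; potency is read from the fitted curve at half-maximal effect; 0% = DMSO-treated cells and -100% = media-only wells without cells; nearly all actives have a fitted effect of over 55% in size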
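Compounds were tested in concentration-response format on HT-1080-NT cells for 48 hours at 37 degrees C. Cell viability came from CellTiter-Glo luminescence; curves were classified by r2, response magnitude and activity.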
DRD3 agonist: D3 dopamine receptor (human) agonism; P35462; D3R DiscoveRx beta-arrestin cells, luminescence, 90 min; max activation, %; hit rate 0.58% among 410,000; in the data active = max activation above about 30%; also: 0% is about no effect; mostly tested at two doses, the higher about 12 µM
Target sequence (P35462 whole entry, looked up): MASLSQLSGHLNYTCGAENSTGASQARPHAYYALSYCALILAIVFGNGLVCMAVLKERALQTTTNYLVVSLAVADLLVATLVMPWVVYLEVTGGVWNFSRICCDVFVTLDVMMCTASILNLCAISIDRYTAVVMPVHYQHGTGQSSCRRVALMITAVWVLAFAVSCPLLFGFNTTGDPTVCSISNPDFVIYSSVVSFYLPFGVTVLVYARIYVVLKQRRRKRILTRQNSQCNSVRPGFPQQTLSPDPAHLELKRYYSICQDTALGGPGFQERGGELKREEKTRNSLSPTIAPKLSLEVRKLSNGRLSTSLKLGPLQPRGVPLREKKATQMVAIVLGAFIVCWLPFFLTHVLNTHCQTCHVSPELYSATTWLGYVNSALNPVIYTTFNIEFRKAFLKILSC
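Agonist-mode cell screen: cells plated at 1500/well and incubated overnight at 37 °C, then exposed to library compounds for 90 min at 37 °C. Detection reagent was added for 30–60 min at room temperature, and luminescence was read.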
KB-3-1 tox: KB-3-1 parental cell cytotoxicity. KB-3-1 viability, CellTiter-Glo ATP luminescence, 72 h. Potency, µM (doses to about 46.1 µM), inactives show top-dose activity change, negative = cytotoxic, actives largely listed as cytotoxic. hit rate 1.4% among 400,000. AID 1347075; also: potency is read from the fitted curve at half-maximal effect; % is scaled to controls: 0 for no effect and ±100 for the full control effect; nearly all actives have a fitted effect of over 60% in size
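Viability of parental KB-3-1 cells, measured by CellTiter-Glo luminescence, followed a 72 h incubation at 37 °C with pinned compounds in phenol-red-free DMEM containing 10% FBS.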
SW480 rereplic: induces DNA re-replication in SW480 colon adenocarcinoma cells | SW480 DNA re-replication, Hoechst DNA content imaging, 48 h | Potency, µM (top dose mostly 46.1 µM), inactives show at the highest dose re-replication activation, hits mostly activators | hit rate 1.8% among 340,000 | AID 624297; also: potency is read from the fitted curve at half-maximal effect; % of control where 0% means no effect; nearly all actives have a fitted effect of over 55% in size
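Image-based read-out: total Hoechst fluorescence of nuclei (405 nm excitation, 500-530 nm emission), with hits raising the fraction of high-intensity nuclei. SW480 colon cells incubated 48 hr with compounds at 37 C.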
DRD3 antagonist: blocks the human D3 dopamine receptor; P35462; D3R cells, DiscoveRx beta-arrestin luminescence, antagonist mode; active compounds read low; max response, negative = inhibition, %; hit rate 2.5% among 360,000; in the data active = max response below about -50%; inconclusive = no clear call, values can overlap the other calls; also: % is scaled to controls: 0 for no effect and ±100 for the full control effect; mostly tested at two doses, the higher about 12 µM
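Cells plated overnight at 1500 cells/well, then exposed to library compounds with dopamine controls for 90 minutes at 37 degrees C. DiscoveRx reagent added for 30–60 minutes at room temperature; luminescence read, quantitative HTS format.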
* hit, by the source's call; ? = inconclusive; · = not tested or not shown; [ ] = dose if it differs, or a comment. Unless noted, calls follow the shape of the dose curve; as a rule, active = well fitted curve in the direction sought with a large enough effect; inconclusive = small, poorly fitted or top-dose-only effect, or another doubt; inactive = no such curve, though single readings can be large; an effect the other way counts as inactive or inconclusive. Not a hit list. Share with any hit: about 12%.

SMILES | GLP1R ag | IL1B secr inh | KB-V1 MDR tox | HT1080 IDH1KD tx | HT1080-NT tox | DRD3 agonist | KB-3-1 tox | SW480 rereplic | DRD3 antagonist
C=CCN1C(=O)c2ccc(C(=O)NCCOc3ccccc3F)cc2C1=O | 3.9% | 3.8 | 18.5% | 0.9% | -1.1% | 4.3 | 4.8% | -4.8% | 19.3
Cc1cccc(C2=NN(c3ccccc3)[C@@H](C(=O)N3CCOC3=O)[C@@H]2C)c1 | 0.3% | -14.9 | 0.0% | -13.7% | -5.2% | 4.5 | 0.0% | -24.9% | -0.8
CCOc1ccc(/C(O)=C2\C(=O)C(=O)N(c3ccccn3)C2c2ccccc2F)c(C)c1 (stereo not drawn) | -3.1% | 0.5 | ? | ? | -29.6% | -4.8 | -13.2% | · | -12.9
O=C(COc1ccc(Cl)cc1)NCCNc1ccc([N+](=O)[O-])cc1 | -0.1% | ? | -5.1% | -5.4% | -6.8% | -6.2 | -0.2% | -37.1% | -19.3
CN(Cc1nc(-c2cccc(Cl)c2)no1)C1CCOCC1 | 6.2% | 11.5 | -1.3% | 13.9% | -4.4% | -13.3 | -3.5% | 16.6% | 10.8
O=C(NCCN1CCOCC1)c1cc([N+](=O)[O-])ccc1Cl | -0.4% | 7.2 | ? | 5.6% | 9.9% | 4.0 | 15.3% | ? | 5.2
COCCn1c(C(C)C)nc2oc3ccccc3c(=O)c2c1=O | 2.2% | -1.4 | -14.6% | 10.5% | -0.9% | -2.3 | 2.5% | -4.8% | -16.2
Cc1c(NC(=O)Nc2ccccc2[N+](=O)[O-])c(=O)n(-c2ccccc2)n1C | -7.2% | 14.4 | 3.7% | 0.3% | 6.4% | 2.8 | 2.6% | 2.7% | 10.7
COc1ccc(C)cc1NC(=O)CNC(C)C(=O)Nc1ccc(C(C)=O)cc1 (stereo not drawn) | -3.0% | 44.8 | -6.5% | -1.2% | 5.6% | -0.3 | 6.9% | 19.1% | 2.5
CN1CCCC(C)(C(=O)Nc2ccc(-n3cccc3)cc2)C1 (stereo not drawn) | 4.5% | 0.0 | 6.3% | 1.8% | 25.7% | 1.0 | 0.0% | · | 23.9
Cc1ccc(C(=O)NCC(c2ccco2)N2CCc3ccccc3C2)cc1C (stereo not drawn) | -2.7% | -0.4 | ? | -0.3% | 3.9% | -22.4 | -0.1% | 1.5% | -26.8
Clc1nc(CN2CCCCC2)nc2sc3c(c12)CCCC3 | -6.3% | ? | -22.5% | -5.9% | -17.9% | 2.0 | 5.1% | ? | -9.0
CCC(=O)OCn1nnc2ccccc2c1=O | 6.4% | 39.8 | 8.8% | 12.4% | 14.3% | 3.3 | -2.1% | 1.5% | 0.4
O=C1CC(c2ccco2)CC(O)=C1C=NCCN1CCN(C(=O)Nc2ccc(Cl)cc2)CC1 (stereo not drawn) | 0.7% | 9.9 | 24.1% | 2.1% | -0.2% | -1.4 | -0.6% | -1.8% | 9.3
Clc1nnc(Cl)c2c1ncn2Cc1ccccc1 | 7.2% | 6.0 | -9.6% | 3.7% | 0.4% | 3.1 | -0.8% | 9.4% | 16.8
COc1ccccc1NC(=O)CC(=O)CSc1nnc(-c2ccc(C)cc2)n1-c1ccccc1 | -8.0% | 0.9 | 13µM* | 0.5% | 6.0% | 7.8 | -5.1% | -65.0%[inhibitor] | -4.1
CSCCC(NC(=O)c1ccc(Cl)cc1Cl)C(=O)N1CCN(C(=O)c2ccccc2)CC1 (stereo not drawn) | 10.3% | ? | -9.0% | 11.0% | 2.2% | -5.1 | -1.6% | -2.0% | 13.1
CC(=O)Nc1ccc(S(=O)(=O)NC2CC(=O)N(c3ccc4c(c3)OCCO4)C2)cc1 (stereo not drawn) | 9.1% | 9.4 | 20.5% | -4.6% | 4.4% | 4.6 | 13.3% | ? | -3.8
CCc1nnc(SCC(=O)Nc2nccs2)n1CC | -4.2% | -0.4 | 8.8% | 15.7% | -4.8% | 2.3 | 17.4% | -16.4% | -2.5
O=C(Nc1ccccc1C(=O)Nc1ccncc1)c1ccccc1 | 24.6% | 5.8 | -14.7% | -2.0% | 5.8% | 2.0 | -6.2% | -13.2% | 7.0
Oc1cccc(Nc2c3ccccc3nc3ccccc23)c1 | 7.2% | -24.9 | 4.6% | ? | ? | -0.2 | -3.6% | 6.6% | -27.4
C[C@H](CO)N1C[C@H](C)[C@@H](CN(C)CC2CCCCC2)Oc2c(NC(=O)Cc3ccccc3)cccc2C1=O | 8.5% | -70.0* | ? | -18.9% | -11.6% | -12.5 | ? | ? | 14.0
Cc1ccc2[nH]c(=O)c(CN(CCCN(C)C)C(=S)NCCc3ccccc3)cc2c1 | 0.4% | -67.5* | -27.6% | 18.4µM* | 18.4µM* | -8.6 | ? | 22.0% | -15.3
O=C(O)c1cccc(NC(=S)N/N=C/c2cccc(O)c2)c1 | 0.2% | 0.0 | 5.9% | 3.7% | 5.2% | 5.6 | 1.2% | -1.0% | -7.2
CC(C)(C)S(=O)N1Cc2cc(C(=O)NCC(F)(F)F)nc(-c3cccc(-c4cccc(F)c4)c3)c2[C@@H]1CCO (stereo partly drawn) | -4.9% | -2.2 | ? | 20.6µM* | ? | 11.7 | ? | · | 85.0
COc1ccc(C(=O)NCCCc2ccccc2)cc1OC | 13.7% | -5.5 | ? | 9.0% | 10.8% | 2.3 | -3.7% | -1.9% | 5.2
COC(C(=O)Nc1ccnn1C1CCN(Cc2cccc(C)n2)CC1)c1ccccc1 (stereo not drawn) | -2.9% | 6.7 | -2.8% | 17.1% | -0.2% | -15.5 | -9.6% | ? | -20.7
COc1cccc(C(=O)Nc2nnc(Cc3ccc(OC)c(OC)c3)s2)c1 | 17.1% | 25.6 | -7.6% | 5.6% | ? | 1.8 | 16.0% | 10.0% | -7.6
CN(Cc1nc(-c2cnccn2)no1)C1CC(C)(C)NC(C)(C)C1 | 0.1% | -2.0 | 0.7% | 12.6% | -0.4% | 8.8 | 0.5% | -2.7% | 14.2
O=C(COC(=O)c1ccccc1OCc1ccc(Cl)cc1)NC1CC1 | 11.5% | 5.6 | -20.2% | 8.6% | 8.9% | 2.2 | -0.2% | -6.0% | 16.0
CCCNC(=O)C1(C)CCCN(C(=O)c2oc3ccccc3c2C)C1 (stereo not drawn) | -3.2% | 35.7 | 2.1% | 2.0% | 6.3% | 1.5 | 0.0% | · | -13.3
O=c1[nH]c(=O)n(Cc2ccccc2)c2nc(-c3ccc(C(F)(F)F)cc3)n(CCO)c12 | 21.6% | 0.4 | 0.9% | 1.0% | 14.9% | 9.2 | 12.7% | ? | 20.8
O=c1[nH]n(-c2ccccc2)c(=O)c2ccccc12 | -1.0% | -0.3 | 0.0% | -0.6% | -10.4% | -4.7 | 0.1% | -6.4% | -13.0
O=[N+]([O-])c1cccc(-c2cn3nc(-c4ccccc4)c(-c4ccccc4)nc3n2)c1 | 0.2% | 0.0 | 5.3% | 2.1% | 8.6% | 6.2 | 1.0% | 5.8µM* | -2.2
CC(C)NC(=O)Cn1cc(C(=O)C2CC2)c2ccccc21 | -7.6% | -3.8 | -3.7% | 1.5% | -5.0% | -5.5 | -1.6% | ? | 0.0
c1ccc(Oc2cccc(Oc3ccccc3)n2)cc1 | 5.9% | 19.6 | ? | 7.8% | 11.9% | 11.1 | 8.3% | -7.7% | -4.1
Cc1ccc(-c2c(C(=O)N/N=C/c3ccsc3)nnn2-c2nonc2N)cc1 | 6.6% | 0.0 | 0.0% | -3.4% | 4.3% | 1.4 | 13.5% | -13.0% | -7.9
O=C(CSc1nnc(SCc2ccc(F)cc2)s1)Nc1ccc(C(=O)O)cc1 | -0.2% | 12.5 | 5.5% | 0.0% | 19.1% | -10.5 | -0.2% | -4.7% | -14.3
COc1cccc(NC(=S)N2CCC(NC(=O)C3CCCCC3)CC2)c1 | 1.6% | 16.5 | -26.7% | -16.0% | -4.2% | 17.5 | -1.2% | -7.7% | 0.4
CC(C)CN1CCC(CNC(=O)CCc2nnc(Cc3c[nH]c4ccccc34)o2)CC1 | -1.4% | -7.9 | -0.4% | -3.7% | -11.2% | -4.7 | -3.1% | -8.3% | -5.6
COc1cc(Cl)ccc1OCc1cc(C(=O)N(C)Cc2nnc(C)o2)no1 | 1.3% | -2.0 | -22.7% | 2.3% | 3.6% | -0.9 | 0.8% | -1.3% | -3.5
CCCCC(CC)C(=O)Nc1cc([N+](=O)[O-])ccc1F (stereo not drawn) | 8.3% | -6.5 | 0.6% | 13.2% | 12.1% | -0.5 | 10.8% | 0.7% | -0.6
Cc1ccc([N+](=O)[O-])cc1NC(=O)CCSc1ccc(Cl)cc1 | -1.5% | 0.0 | -0.5% | -16.9% | 2.1% | -21.2 | 11.3% | -1.0% | -22.9
CCN1C[C@@H]2[C@@H]3C(=O)N(C)C(=O)[C@@H]3[C@](C)(C(=O)OC)N2C1=NC | -3.7% | -2.3 | ? | 3.1% | 18.1% | 15.2 | 15.5% | -20.1%[9.22 µM] | 38.2
CCCn1c(N)c(C(=O)CN(C)CC(=O)Nc2ccccc2C(F)(F)F)c(=O)[nH]c1=O | -3.8% | 11.7 | 3.6% | -6.0% | -1.0% | 1.9 | -18.7% | -3.3% | 6.5

Part of the list above in order of number of heavy atoms, largest number first:
SMILES | GLP1R ag | IL1B secr inh | KB-V1 MDR tox | HT1080 IDH1KD tx | HT1080-NT tox | DRD3 agonist | KB-3-1 tox | SW480 rereplic | DRD3 antagonist
COc1cc(Cl)ccc1OCc1cc(C(=O)N(C)Cc2nnc(C)o2)no1 | 1.3% | -2.0 | -22.7% | 2.3% | 3.6% | -0.9 | 0.8% | -1.3% | -3.5
Cc1ccc([N+](=O)[O-])cc1NC(=O)CCSc1ccc(Cl)cc1 | -1.5% | 0.0 | -0.5% | -16.9% | 2.1% | -21.2 | 11.3% | -1.0% | -22.9
CCCCC(CC)C(=O)Nc1cc([N+](=O)[O-])ccc1F (stereo not drawn) | 8.3% | -6.5 | 0.6% | 13.2% | 12.1% | -0.5 | 10.8% | 0.7% | -0.6

High-throughput results deposited in PubChem by National Center for Advancing Translational Sciences (NCATS).
